Compound activity (PubChem BioAssay)
Bim-Bcl-2 – inhibitors of Bim-Bcl-2 interaction, human; inhibition, % at 10 µM; Bead-based flow cytometry, Bim peptide-Bcl-2 binding; AID 950; P10415; hit rate 0.06% among 190,000; in the data active means inhibition above about 40%; inconclusive means no clear call, values can overlap the other calls;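 further: 0% = no compound wells with probe peptide and 100% = reference peptide inhibitor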
Target sequence (P10415 whole entry, looked up): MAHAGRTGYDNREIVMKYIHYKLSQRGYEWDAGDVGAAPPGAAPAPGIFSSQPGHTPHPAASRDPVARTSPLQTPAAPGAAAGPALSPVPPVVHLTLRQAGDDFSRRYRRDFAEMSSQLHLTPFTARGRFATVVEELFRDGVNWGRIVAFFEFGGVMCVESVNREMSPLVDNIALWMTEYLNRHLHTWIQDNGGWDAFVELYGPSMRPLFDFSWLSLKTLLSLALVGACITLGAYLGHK
ABCG2 block – inhibitors of human ABCG2 transporter, ABCB1 counter-screen; inhibition, % at 6.6 µM; hit rate 0.1% among 190,000; IgMXP3 cells, JC-1 efflux, flow cytometry; AID 1325;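 active means inhibition above 80%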;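 further: 0% = DMSO and 100% = nicardipine control wells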
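Measure – % inhibition of efflux relative to nicardipine and DMSO · Test system – ABCG2 IgMXP3 and barcoded ABCB1 CCRF-Adr cell mix · Control set – nicardipine as high control, DMSO as low control · Compound – one concentration, 6.6 µM final · Signal – flow cytometry of retained JC-1 fluorescence · Timing – 10 min exposure at 25 °C with rotation, no wash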
Bcl-XL Bim block – human Bim-Bcl-XL interaction inhibition | hit rate 0.04% among 190,000 | Q07817 | AID 1007 | inhibition, % at 10 µM | Bim peptide-Bcl-XL binding, bead flow cytometry, fluorescence
Target sequence (Q07817 whole entry, looked up): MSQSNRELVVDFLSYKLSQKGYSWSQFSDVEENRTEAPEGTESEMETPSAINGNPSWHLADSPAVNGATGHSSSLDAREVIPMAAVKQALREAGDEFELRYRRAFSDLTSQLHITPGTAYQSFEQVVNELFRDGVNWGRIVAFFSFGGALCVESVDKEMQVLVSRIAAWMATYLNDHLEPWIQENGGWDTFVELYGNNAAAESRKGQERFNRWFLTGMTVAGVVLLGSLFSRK
RGS4-Gao reg – modulates binding of RGS4 to human Galphao. P09471. Multiplexed bead flow cytometry; actives lie on both sides. binding response (% of control), % at 10 µM. hit rate 0.33% among 220,000. AID 1415; in the data active means binding response below about 49% or above about 150%; inactive means in between;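 further: fluorescent Galphao activated with aluminum fluoride binding bead-coupled RGS4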
Target sequence (P09471 whole entry, looked up): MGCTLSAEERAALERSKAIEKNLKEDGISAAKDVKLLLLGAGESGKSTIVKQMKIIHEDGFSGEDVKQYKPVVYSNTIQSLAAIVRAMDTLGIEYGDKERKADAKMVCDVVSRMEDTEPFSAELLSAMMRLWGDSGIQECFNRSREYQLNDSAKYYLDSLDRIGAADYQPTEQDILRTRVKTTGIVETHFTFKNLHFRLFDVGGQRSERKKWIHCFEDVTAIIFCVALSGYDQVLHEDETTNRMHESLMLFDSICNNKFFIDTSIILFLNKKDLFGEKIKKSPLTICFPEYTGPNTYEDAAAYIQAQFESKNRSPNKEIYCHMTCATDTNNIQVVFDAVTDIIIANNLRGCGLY
Bcl-W Bim block – human Bim-Bcl-W interaction inhibition | Q92843 | bead-based flow cytometry, Bim peptide-Bcl-W binding | hit rate 0.02% among 190,000 | inhibition, % at 10 µM | AID 952;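 further: 0% = bound tracer without compound and 100% = peptide blocker; higher means less fluorescent Bim peptide bound to Bcl-W beads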
GSH fluor – compound fluoresces at 488/530 nm on GSH beads | GSH beads flow cytometry, compound fluorescence 488/530 nm; stronger effect = higher value | fluorescence (KMESF) at 10 µM | hit rate 0.25% among 190,000; in the data active means fluorescence above about 89;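 further: glutathione beads carrying GST-tagged Bcl family fusion proteins plus one bare bead set; values are compound well signal with DMSO vehicle wells as background; inactives centre near 16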
Bcl-B Bim block – disrupts Bim peptide binding to human Bcl-B; bead-based flow cytometry; inhibition, % at 10 µM; hit rate 0.073% among 190,000;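 further: 0% = tracer peptide without compound and 100% = reference inhibitor peptide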
Target sequence (Q9HD36 whole entry, looked up): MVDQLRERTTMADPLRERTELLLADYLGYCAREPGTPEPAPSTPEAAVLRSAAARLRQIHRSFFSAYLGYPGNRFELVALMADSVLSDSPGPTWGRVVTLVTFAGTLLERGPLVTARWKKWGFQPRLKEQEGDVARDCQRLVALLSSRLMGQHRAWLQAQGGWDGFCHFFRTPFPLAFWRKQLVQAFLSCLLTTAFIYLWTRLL
RGS7-Gao – human RGS7-Galphao interaction regulation. P09471. binding response (% of control), % at 10 µM. Multiplexed bead flow cytometry, RGS7-Galphao binding; actives lie on both sides. hit rate 0.35% among 220,000; in the data active means binding response below about 49% or above about 150%; inconclusive means no clear call, values can overlap the other calls; inactive means in between;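 further: fluorescent Galphao held in activated GDP-AlF4 state binding bead-coupled RGS7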
ABCB1 inh – inhibitors of human ABCB1 transporter, ABCG2 counter-screen; P08183; inhibition, % at 6.6 µM; hit rate 0.067% among 190,000; CCRF-Adr cells, JC-1 efflux, flow cytometry; AID 1326; in the data active means inhibition above about 40%;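 further: 0% = vehicle and 100% = reference inhibitor; higher value means more JC-1 retained so stronger ABCB1 efflux block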
Avidin fluor – compound fluoresces at 488/530 nm on avidin beads | compound fluorescence 488/530 nm, flow cytometry; stronger effect = higher value | fluorescence (KMESF) at 10 µM | hit rate 0.38% among 220,000; in the data active means fluorescence above about 47; further: inactives centre near 10
Bfl-1 Bim block – disrupts Bim binding to human Bfl-1; Q16548; Bead-based flow cytometry, Bim-Bfl-1 binding inhibition; inhibition, % at 10 µM; hit rate 0.12% among 190,000; AID 1008;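 further: 0% = wells without compound plus tracer and 100% = blocker peptide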
The depositor's hits bear a star. Unless noted, no stated cut-off is given here; in the data, active means inhibition above about 40%.

Results for Cc1cc(C)nc(NC(=O)NS(=O)(=O)Nc2ccc(Br)cn2)n1 ?
Bim-Bcl-2: -1; ABCG2 block: 0; Bcl-XL Bim block: 2; RGS4-Gao reg: 102; Bcl-W Bim block: 0; GSH fluor: 5; Bcl-B Bim block: -6; RGS7-Gao: 103; ABCB1 inh: 0.1; Avidin fluor: 9; Bfl-1 Bim block: -13

Results for O=C(/C=C/c1ccccc1)Nc1nc(-c2ccncc2)cs1 ?
Bim-Bcl-2: -2; ABCG2 block: 2; Bcl-XL Bim block: -3; RGS4-Gao reg: 110; Bcl-W Bim block: -3; GSH fluor: 16; Bcl-B Bim block: 0; RGS7-Gao: 108; ABCB1 inh: 1.1; Avidin fluor: 24; Bfl-1 Bim block: -4

What do the screens show for `Cc1nn(C)c(C)c1/C=N/NC(=O)C(C)(C)Oc1ccc(Cl)cc1`?
Bim-Bcl-2: -1; ABCG2 block: 5; Bcl-XL Bim block: -1; RGS4-Gao reg: 97; Bcl-W Bim block: 0; GSH fluor: 20; Bcl-B Bim block: 1; RGS7-Gao: 99; ABCB1 inh: 0.7; Avidin fluor: 5; Bfl-1 Bim block: -2

How did Cc1cc(Br)cnc1NC(=S)Nc1ccc(F)cc1F do in these assays?
Bim-Bcl-2: 0; ABCG2 block: 3; Bcl-XL Bim block: -6; RGS4-Gao reg: 92; Bcl-W Bim block: -1; GSH fluor: 18; Bcl-B Bim block: -9; RGS7-Gao: 88; ABCB1 inh: 0.9; Avidin fluor: 7; Bfl-1 Bim block: -5

Results for Cc1ccc(C2(C(F)(F)F)NC(=O)N3CCN=C3S2)cc1 (stereo not given) ?
Bim-Bcl-2: -1; ABCG2 block: 0; Bcl-XL Bim block: 0; RGS4-Gao reg: 102; Bcl-W Bim block: 0; GSH fluor: 15; Bcl-B Bim block: -1; RGS7-Gao: 104; ABCB1 inh: 0.0; Avidin fluor: 8; Bfl-1 Bim block: -1

How did COc1ccccc1NS(=O)(=O)c1ccc(/C=C/C(=O)O)cc1 do in these assays?
Bim-Bcl-2: 0; ABCG2 block: -1; Bcl-XL Bim block: -1; RGS4-Gao reg: 101; Bcl-W Bim block: -2; GSH fluor: 25; Bcl-B Bim block: 2; RGS7-Gao: inconclusive; ABCB1 inh: -0.3; Avidin fluor: 9; Bfl-1 Bim block: 1

Results for CCN1CCC(=NNC(=O)CC23CC4CC(CC(C4)C2)C3)CC1 ?
Bim-Bcl-2: -4; ABCG2 block: 2; Bcl-XL Bim block: -12; RGS4-Gao reg: 101; Bcl-W Bim block: -5; GSH fluor: 24; Bcl-B Bim block: -4; RGS7-Gao: 99; ABCB1 inh: -0.6; Avidin fluor: 12; Bfl-1 Bim block: -7

Results for CC1=C(C)C(=O)C(CCCCC#CCCCC#CCO)=C(C)C1=O ?
Bim-Bcl-2: 3; ABCG2 block: 3; Bcl-XL Bim block: 0; RGS4-Gao reg: 104; Bcl-W Bim block: 0; GSH fluor: 19; Bcl-B Bim block: -4; RGS7-Gao: 105; ABCB1 inh: -0.1; Avidin fluor: 8; Bfl-1 Bim block: 3

What do the screens show for `COc1cc(OC)c(-c2nn3c(C4CCCCC4)nnc3s2)cc1OC`?
Bim-Bcl-2: -3; Bcl-XL Bim block: -1; RGS4-Gao reg: 104; Bcl-W Bim block: 8; GSH fluor: 16; Bcl-B Bim block: -8; RGS7-Gao: 104; Avidin fluor: 5; Bfl-1 Bim block: -12

How did COc1cccc(NC(=O)CNS(=O)(=O)c2ccc3nc(C)sc3c2)c1 do in these assays?
Bim-Bcl-2: -9; ABCG2 block: 5; Bcl-XL Bim block: -8; RGS4-Gao reg: 97; Bcl-W Bim block: 0; GSH fluor: 12; Bcl-B Bim block: -12; RGS7-Gao: 101; ABCB1 inh: -0.6; Avidin fluor: 7; Bfl-1 Bim block: -9

How did Cc1ccc(NC(=O)c2ccccc2-c2ccccc2C(=O)O)cc1 do in these assays?
Bim-Bcl-2: 1; ABCG2 block: 1; Bcl-XL Bim block: -2; RGS4-Gao reg: 102; Bcl-W Bim block: 0; GSH fluor: 9; Bcl-B Bim block: -1; RGS7-Gao: 101; ABCB1 inh: 2.1; Avidin fluor: 4; Bfl-1 Bim block: 2

How did COc1ccnc(Oc2ccc(F)cc2)c1C(=O)N/C=N/OCc1ccc(F)cc1Cl do in these assays?
Bim-Bcl-2: 0; ABCG2 block: 12; Bcl-XL Bim block: 0; RGS4-Gao reg: 102; Bcl-W Bim block: 0; GSH fluor: 20; Bcl-B Bim block: -4; RGS7-Gao: 98; ABCB1 inh: 1.0; Avidin fluor: 24; Bfl-1 Bim block: 0

Two compounds drawn at random from those above:
Results for Cc1cc(C)nc(NC(=O)NS(=O)(=O)Nc2ccc(Br)cn2)n1 ?
Bim-Bcl-2: -1; ABCG2 block: 0; Bcl-XL Bim block: 2; RGS4-Gao reg: 102; Bcl-W Bim block: 0; GSH fluor: 5; Bcl-B Bim block: -6; RGS7-Gao: 103; ABCB1 inh: 0.1; Avidin fluor: 9; Bfl-1 Bim block: -13

Results for CC1=C(C)C(=O)C(CCCCC#CCCCC#CCO)=C(C)C1=O ?
Bim-Bcl-2: 3; ABCG2 block: 3; Bcl-XL Bim block: 0; RGS4-Gao reg: 104; Bcl-W Bim block: 0; GSH fluor: 19; Bcl-B Bim block: -4; RGS7-Gao: 105; ABCB1 inh: -0.1; Avidin fluor: 8; Bfl-1 Bim block: 3

Other compounds follow:
Results for CCOC(=O)C1=C(c2ccccc2)NC(SCC(=O)Nc2ccc(C)cc2)=C(C#N)C1c1ccco1 (stereo not given) ?
Bim-Bcl-2: -1; ABCG2 block: 0; Bcl-XL Bim block: -4; RGS4-Gao reg: 100; Bcl-W Bim block: 0; GSH fluor: 25; Bcl-B Bim block: -2; RGS7-Gao: 99; ABCB1 inh: 0.0; Avidin fluor: 9; Bfl-1 Bim block: -1

Results for O=C(Cn1cc([N+](=O)[O-])cn1)NCc1ccc(-n2cccn2)cc1 ?
Bim-Bcl-2: 0; ABCG2 block: 3; Bcl-XL Bim block: 0; RGS4-Gao reg: 99; Bcl-W Bim block: 0; GSH fluor: 15; Bcl-B Bim block: 2; RGS7-Gao: 101; ABCB1 inh: 0.3; Avidin fluor: 11; Bfl-1 Bim block: -3

How did COc1ccc(OC)c(NC(=O)CN2C(=O)C3(OCCCO3)c3ccccc32)c1 do in these assays?
Bim-Bcl-2: -1; ABCG2 block: 0; Bcl-XL Bim block: -3; RGS4-Gao reg: 97; Bcl-W Bim block: -4; GSH fluor: 26; Bcl-B Bim block: -5; RGS7-Gao: 100; ABCB1 inh: 0.1; Avidin fluor: 35; Bfl-1 Bim block: -1

What do the screens show for `O=Cc1ccc(N2CCCC2)c([N+](=O)[O-])c1`?
Bim-Bcl-2: 3; ABCG2 block: 5; Bcl-XL Bim block: -2; RGS4-Gao reg: 110; Bcl-W Bim block: 2; GSH fluor: 21; Bcl-B Bim block: 2; RGS7-Gao: 105; ABCB1 inh: 1.1; Avidin fluor: 24; Bfl-1 Bim block: -2

What do the screens show for `Cc1ccc(CC(=O)Nc2cccc([N+](=O)[O-])c2)cc1`?
Bim-Bcl-2: 0; ABCG2 block: 7; Bcl-XL Bim block: -2; RGS4-Gao reg: 98; Bcl-W Bim block: -2; GSH fluor: 14; Bcl-B Bim block: -1; RGS7-Gao: 96; ABCB1 inh: 0.5; Avidin fluor: 9; Bfl-1 Bim block: -3

How did O=c1nc(-c2ccccc2)cc(-c2ccccc2)[nH]1 do in these assays?
Bim-Bcl-2: 3; ABCG2 block: 4; Bcl-XL Bim block: -2; RGS4-Gao reg: 97; Bcl-W Bim block: 1; GSH fluor: 14; Bcl-B Bim block: 4; RGS7-Gao: 99; ABCB1 inh: 0.4; Avidin fluor: 9; Bfl-1 Bim block: 0

How did CCC(OC(=O)c1nsc(Cl)c1Cl)C(=O)NCc1ccco1 (stereo not given) do in these assays?
Bim-Bcl-2: 1; ABCG2 block: 0; Bcl-XL Bim block: 0; RGS4-Gao reg: 73; Bcl-W Bim block: 1; GSH fluor: 11; Bcl-B Bim block: 0; RGS7-Gao: 88; ABCB1 inh: 0.0; Avidin fluor: 12; Bfl-1 Bim block: 0

How did Nc1n[nH]c(S(=O)(=O)CCCc2ccccc2)n1 do in these assays?
Bim-Bcl-2: -3; ABCG2 block: 4; Bcl-XL Bim block: -1; RGS4-Gao reg: 101; Bcl-W Bim block: -1; GSH fluor: 8; Bcl-B Bim block: -4; RGS7-Gao: 101; ABCB1 inh: 0.9; Avidin fluor: 9; Bfl-1 Bim block: 0

Results for Cc1cccc(-n2cc(-c3ccc([N+](=O)[O-])cc3)[nH]c2=S)c1 ?
Bim-Bcl-2: 2; ABCG2 block: 20; Bcl-XL Bim block: -6; RGS4-Gao reg: 102; Bcl-W Bim block: -7; GSH fluor: 10; Bcl-B Bim block: -9; RGS7-Gao: 107; ABCB1 inh: -0.3; Avidin fluor: 18; Bfl-1 Bim block: 2

Results for COc1ccc(/C=C(/NC(=O)c2ccccc2)C(=O)N/N=C/c2ccncc2)c(OC)c1 ?
Bim-Bcl-2: 0; ABCG2 block: 6; Bcl-XL Bim block: 1; RGS4-Gao reg: 103; Bcl-W Bim block: 0; GSH fluor: 9; Bcl-B Bim block: -3; RGS7-Gao: 103; ABCB1 inh: -0.1; Avidin fluor: 8; Bfl-1 Bim block: 0

What do the screens show for `O=C1NC(=Nc2ccccc2)c2ccc([N+](=O)[O-])cc21`?
Bim-Bcl-2: -4; ABCG2 block: -2; Bcl-XL Bim block: -6; RGS4-Gao reg: 86; Bcl-W Bim block: -2; GSH fluor: 4; Bcl-B Bim block: -7; RGS7-Gao: 85; ABCB1 inh: -0.9; Avidin fluor: 9; Bfl-1 Bim block: 0

How did Cc1ccc2oc(-c3cccc(NC(=O)C4CCCO4)c3)nc2c1 (stereo not given) do in these assays?
Bim-Bcl-2: -2; ABCG2 block: 16; Bcl-XL Bim block: 0; RGS4-Gao reg: 102; Bcl-W Bim block: 0; GSH fluor: 16; Bcl-B Bim block: 2; RGS7-Gao: 102; ABCB1 inh: 0.7; Avidin fluor: 8; Bfl-1 Bim block: -1

Results for COc1ccc(CNC(=O)CN(Cc2ccc(Cl)cc2)S(C)(=O)=O)cc1 ?
Bim-Bcl-2: -5; ABCG2 block: 4; Bcl-XL Bim block: -3; RGS4-Gao reg: 90; Bcl-W Bim block: -3; GSH fluor: 9; Bcl-B Bim block: -7; RGS7-Gao: 89; ABCB1 inh: 1.5; Avidin fluor: 13; Bfl-1 Bim block: -3

How did Cc1nn(-c2ccccc2)c(C)c1/C=N/NC(=O)c1cccs1 do in these assays?
Bim-Bcl-2: 8; ABCG2 block: 9; Bcl-XL Bim block: 23; RGS4-Gao reg: 104; Bcl-W Bim block: 16; GSH fluor: 12; Bcl-B Bim block: 14; RGS7-Gao: 100; ABCB1 inh: 1.2; Avidin fluor: 10; Bfl-1 Bim block: 8

What do the screens show for `CCc1c(C)sc(NC(=O)c2ccccc2[N+](=O)[O-])c1C(N)=O`?
Bim-Bcl-2: 2; ABCG2 block: 18; Bcl-XL Bim block: -4; RGS4-Gao reg: 100; Bcl-W Bim block: 0; GSH fluor: 5; Bcl-B Bim block: -8; RGS7-Gao: 104; ABCB1 inh: 0.9; Avidin fluor: 3; Bfl-1 Bim block: 6
